High-throughput results from PubChem BioAssay.
HT1080 IDH1KD tx – kills HT-1080 cells with IDH1 knockdown. HT-1080 IDH1 knockdown viability, ATP luminescence, 48 h. Potency, µM (highest dose often 46.1 µM), without a hit: top-dose activity, negative = toxicity, most hits filed as cytotoxic. hit rate 2% among 360,000. AID 686971;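 further: potency means the concentration at half of the fitted maximal effect; 0% = DMSO wells and -100% = cell-free medium wells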
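CellTiter-Glo luminescence after 48 h compound exposure at 37 degrees C of IDH1-knockdown HT-1080 cells in 5% FBS RPMI. %Activity scaled between DMSO wells and cell-free media wells, with curves fitted and assigned curve classes.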
S2 tox – reduces viability in counter-screen for ATXN expression inhibitors; S2 cells (HEK-293 line with an ATXN2-luciferase reporter) viability, CellTiter-Fluor protease fluorescence, 24 h; Potency, µM (series often up to 56.7 µM), most hits filed as cytotoxic; hit rate 0.49% among 400,000; further: potency means the concentration at half of the fitted maximal effect; nearly all actives have a fitted effect of over 40% in size
KB-V1 MDR tox – kills drug-selected multidrug resistant KB-V1 cells. KB-V1 MDR cells viability, CellTiter-Glo, 72 h. Potency, µM (doses to about 46.1 µM), for inactives: top-dose activity change, negative = cytotoxicity, hits mostly cytotoxic. hit rate 3.4% among 400,000; further: potency means the concentration at half of the fitted maximal effect; on the % scale 0 is the no-effect control and ±100 the full control effect; nearly all actives have a fitted effect of over 60% in size
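Readout: CellTiter-Glo luminescence, 10 min after addition. Cells: KB-V1 MDR subline, 72 h at 37 degrees C with compound. Analysis: corrected, normalized data fitted to concentration-effect curves.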
ATXN2 expr inh – reduces ATXN2 reporter expression in HEK-293 cells; hit rate 0.72% among 360,000; Potency, µM (top dose mostly 57 µM), inactives show at the top dose activity change, negative = inhibition, usual class: inhibitors; HEK-293 ATXN2-luciferase reporter, luminescence, 24 h; further: potency means the concentration at half of the fitted maximal effect; on the % scale 0 is the no-effect control and ±100 the full control effect; nearly all actives have a fitted effect of over 55% in size
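qHTS (up to 57 uM final) was run with 24 h compound exposure of reporter cells at 37 °C. Each well was multiplexed: SteadyGlo luminescence measured ATXN2-luciferase expression after a fluorogenic Gly-Phe-AFC viability readout (25 uM final).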
KB-3-1 tox – kills parental KB-3-1 adenocarcinoma cells; KB-3-1 viability, CellTiter-Glo ATP luminescence, 72 h; Potency, µM (series often up to 46.1 µM), for inactives: at the highest dose activity change, negative = cytotoxic, actives largely listed as cytotoxic; hit rate 1.4% among 400,000; further: potency means the concentration at half of the fitted maximal effect; on the % scale 0 is the no-effect control and ±100 the full control effect; nearly all actives have a fitted effect of over 60% in size
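Luminescent ATP read-out (CellTiter-Glo) measures survival of drug-naive KB-3-1 cells after 72 h compound exposure at 37 °C. Titration series was screened from lowest to highest concentration, with DMSO vehicle plates as background controls.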
HT1080NT lethal – kills 2HG-producing HT-1080-NT fibrosarcoma cells | HT-1080-NT fibrosarcoma viability, CellTiter-Glo ATP luminescence, 48 h | hit rate 1.6% among 360,000 | Potency, µM (doses to about 46.1 µM), for the others: top-dose activity, negative = less viability, usual class: cytotoxic | AID 686970;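 further: NT is the 2HG producing partner of a matched IDH1 knockdown line; potency means the concentration at half of the fitted maximal effect; 0% = DMSO-treated cells and -100% = media-only wells without cells; nearly all actives have a fitted effect of over 55% in size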
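Viability by CellTiter-Glo luminescence after 48 h compound exposure at 37C of HT-1080-NT cells (750/well, RPMI, 5% FBS). % activity scaled between DMSO wells and medium-only wells, then curve-fitted and categorized by curve class.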
SW480 rerep – DNA re-replication induction in SW480 cells; SW480 DNA re-replication, Hoechst DNA content imaging, 48 h; hit rate 1.8% among 340,000; Potency, µM (titrated, usually from 46.1 µM), for inactives: at the top dose re-replication activation, actives largely listed as activators; AID 624297; further: potency means the concentration at half of the fitted maximal effect; % of control where 0% means no effect; nearly all actives have a fitted effect of over 55% in size
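Treated cells incubate 48 hr (37 C, 5% CO2), are stained 40 min with Hoechst, and nuclear fluorescence is enumerated; a rise in nuclei with high DNA signal marks re-replication.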
IL-1B inflam inh – inflammasome signaling inhibition, IL-1 beta readout; AID 743279; hit rate 4.7% among 360,000; activity change, % at 57.5 µM; THP-1 LPS/ATP IL-1B secretion, AlphaLISA, 16 h; active compounds read low; in the data active means activity change below about -50%; inconclusive means mostly about -30% to -49%; further: on the % scale 0 is the no-effect control and ±100 the full control effect
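Secreted IL-1B measured by AlphaLISA bead assay after 16 h compound exposure of THP-1 cells; compounds (final up to 57.5 uM) added 1 h before LPS (250 ng/mL) and ATP (1.25 mM) stimulation; lower signal means less secretion.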
MCF10A rerep – inducers of DNA re-replication in MCF 10A breast cells | MCF 10A DNA re-replication, Hoechst nuclear intensity, 48 h | Potency, µM (top dose mostly 46.1 µM), inactives show top-dose activity, positive = re-replication, actives largely listed as activators | hit rate 2.9% among 350,000 | AID 624296; further: potency means the concentration at half of the fitted maximal effect; % of control where 0% means no effect; nearly all actives have a fitted effect of over 50% in size
An asterisk follows results filed as active; i = inactive; ? = inconclusive; nt = not tested or not shown; [ ] = dose if it differs, or a comment. Unless noted, the call rests on the fitted dose curve; in most records, active means well fitted curve in the direction sought with a large enough effect; inconclusive means small, poorly fitted or top-dose-only effect, or another doubt; inactive means no such curve, though single readings can be large; an effect the other way counts as inactive or inconclusive.

SMILES	HT1080 IDH1KD tx	S2 tox	KB-V1 MDR tox	ATXN2 expr inh	KB-3-1 tox	HT1080NT lethal	SW480 rerep	IL-1B inflam inh	MCF10A rerep
CN(C)CC(=O)c1c(N)n(Cc2ccccc2)c(=O)n(C)c1=O	8%	i	4%	6%	8%	1%	-2%	3	19%
COc1ccc(S(=O)(=O)N2CCCCCC2)cc1NC(=O)CN1C(=O)NC(C)(c2ccc(C)cc2)C1=O (centres undefined)	-10%	?	1%	-3%	17%	-1%	?	-12	8%
O=C(NCc1ccccc1)c1ccc(CS(=O)(=O)c2c(Cl)cccc2Cl)o1	nt	i	-4%	-1%	-3%	nt	nt	nt	nt
CCOC(=O)c1cc(-c2ccccc2C)n(CC2CC(c3cccc([N+](=O)[O-])c3)=NO2)n1 (centres undefined)	?	?	?	?	?	?	?	2	1%
Cc1cc(C)c(OCC(=O)OC(C)C(=O)NC2CC2)c(C)c1 (centres undefined)	1%	i	16%	1%	-1%	-2%	0%	29	-4%
COc1ccc(C)cc1NS(=O)(=O)c1ccc(Cl)nc1	2%	i	0%	2%	-13%	5%	-10%	0	15%
COc1ccc2c(c1)C1NC(=S)NC(C)(O2)C1C(=O)Nc1ccc(C)cc1C (centres undefined)	-4%	i	10%	-21%	-8%	-1%	8%	-56*	-9%
O=C(Nc1ccccc1)c1ccc(-c2ccc(Br)cc2)o1	1%	i	-17%	61%	-9%	11%	?	-24	21µM*
O=C(CCC(=O)Nc1ccc(Oc2ccccc2)cc1)NCCO	-3%	i	1%	-2%	-3%	-4%	-8%	0	-5%
CN(C(=O)c1cccc(NC(=O)Cc2ccc(NC(=O)C3CCN(C(=O)C4CCCC4)CC3)cc2)c1)C1CCC1	-14%	i	-7%	-4%	-9%	-6%	-8%	-6	38%
O=C(c1ccc(-c2ccccc2)cc1)N1CCN(c2ccc3c(c2)C2CC3CCN2C(=O)OCc2ccccc2)CC1 (centres undefined)	-6%	i	16%	4%	-1%	2%	nt	-8	nt
CC1CCC2(CC1)NC(=O)N(CC(=O)Nc1sc3c(c1C(N)=O)CCC3)C2=O (centres undefined)	0%	i	0%	-11%	12%	0%	8%	10	0%
O=C(OCC(=O)N1CCc2ccccc21)c1c2c(nc3ccccc13)CCCCC2	6%	?	4.6µM*	?	?	10%	-3%	-4	10µM*
CCOC(=O)C1(C)CCCN1C(=O)c1ccc(Cl)nc1 (centres undefined)	8%	i	5%	2%	0%	21%	nt	20	nt
Cn1c(=O)oc2cc(S(=O)(=O)NCCC(=O)NC3CCCc4ccccc43)ccc21 (centres undefined)	-28%	i	?	-15%	8%	2%	0%	9	2%
Cn1cnnc1SCC(=O)NCCC1=CCCCC1	-8%	i	-13%	3%	-3%	0%	-2%	26	-3%
O=C(CSc1nnc(-c2ccncc2)n1Cc1ccco1)Nc1nc(-c2ccccc2)cs1	?	i	1%	-18%	-5%	?	-3%	-2	?
O=C1CCCC(O)=C1C1NCCc2ccccc21 (centres undefined)	0%	i	17%	1%	1%	0%	-9%	31	-4%
C=CCn1c(N)c(-c2nc3ccccc3n2C)sc1=S	-8%	i	-25%	4%	-7%	3%	12%	0	10%
O=C(Nc1cccc(-c2cn3ccccc3n2)c1)c1cc2ccccc2oc1=O	5%	nt	-3%	?	0%	8%	-5%	-80*	?
Nn1c(COc2ccccc2F)nnc1SCC(=O)NC1CCCC1	0%	i	-14%	-13%	1%	-4%	0%	12	0%
CC1CC1C(=O)Nc1nc(-c2cccs2)c(-c2cccs2)s1 (centres undefined)	-10%	i	10%	5%	0%	-10%	-5%	-11	?
Clc1ccc(Cl)c(OCc2cc(-c3ccccc3Cl)on2)c1	18%	i	-10%	3%	-3%	17%	1%[9.22 µM]	-9	?
CCN(CC)S(=O)(=O)c1cccc(-c2n[nH]c(=S)n2C)c1	10%	i	?	-9%	0%	9%	3%	-9	13%
Cc1c(CC(=O)NCCCO)c(=O)oc2cc3c(cc12)CCC(C)(C)O3	0%	?	9%	nt	18%	1%	-11%	-9	-11%
Cc1ccc(-c2nc3ccccn3c2Nc2ccc3c(c2)OCCO3)o1	nt	i	6%	27%	-1%	nt	nt	nt	nt
CCOc1ccc(S(=O)(=O)NCCC(=O)NCCCSc2ccccc2)cc1	-1%	i	-9%	-17%	-6%	-7%	-4%	6	0%
CC1Nc2ncnc(N3CCc4ccccc4C3)c2N(Cc2ccc(Cl)cc2)C1=O (centres undefined)	-28%	i	?	-36%	-1%	-17%	?	?	20%
CCCN(CCC)CCCNC(=O)c1cnn(-c2ccc(F)cc2)c1-n1cccc1	nt	i	-30%	-18%	2%	nt	nt	nt	nt
Cc1ccc(S(=O)(=O)NCCc2ccccc2)cc1	5%	i	0%	15%	7%	-6%	-14%	-17	-2%
Cc1nn(CCC(=O)NCc2ccc(OC(C)C)cc2)c(=O)c2nn(-c3ccccc3)c(C)c12	-1%	i	6%	8%	-9%	-1%	6%	?	3%
O=C(Nc1ncn[nH]1)c1cc(S(=O)(=O)Nc2cccc(C(F)(F)F)c2)ccc1Cl	-12%	i	6%	15%	?	-21%	-3%	21	0%
CCOC(=O)N1CCN(C(=O)CNC(=O)c2ccc(Br)cc2)CC1	9%	?	-25%	-2%	12%	1%	1%	-2	-1%
CNC(=O)c1cccc(NC(=O)C(C)c2ccc3cc(OC)ccc3c2)c1 (centres undefined)	-1%	i	?	8%	2%	-2%	-8%	73	-1%
C[C@H]1COC(=O)[C@H](Cc2ccc(F)cc2)C/C=C\C[C@H](CC(=O)NCCO)C(=O)N1	5%	i	12%	8%	3%	7%	5%	3	-7%
Cc1ccc(N/C(CSC(N)=O)=N/S(=O)(=O)c2ccccc2)cc1	7%	i	0%	2%	10%	15%	-18%	-1	1%

The final 5 compounds of the part above are carried over, then new ones follow.
SMILES	HT1080 IDH1KD tx	S2 tox	KB-V1 MDR tox	ATXN2 expr inh	KB-3-1 tox	HT1080NT lethal	SW480 rerep	IL-1B inflam inh	MCF10A rerep
O=C(Nc1ncn[nH]1)c1cc(S(=O)(=O)Nc2cccc(C(F)(F)F)c2)ccc1Cl	-12%	i	6%	15%	?	-21%	-3%	21	0%
CCOC(=O)N1CCN(C(=O)CNC(=O)c2ccc(Br)cc2)CC1	9%	?	-25%	-2%	12%	1%	1%	-2	-1%
CNC(=O)c1cccc(NC(=O)C(C)c2ccc3cc(OC)ccc3c2)c1 (centres undefined)	-1%	i	?	8%	2%	-2%	-8%	73	-1%
C[C@H]1COC(=O)[C@H](Cc2ccc(F)cc2)C/C=C\C[C@H](CC(=O)NCCO)C(=O)N1	5%	i	12%	8%	3%	7%	5%	3	-7%
Cc1ccc(N/C(CSC(N)=O)=N/S(=O)(=O)c2ccccc2)cc1	7%	i	0%	2%	10%	15%	-18%	-1	1%
CCOC(=O)c1c(C)[nH]c(C(=O)CN2CCOCC2)c1C	-4%	i	-3%	-1%	-5%	8%	0%	-20	-18%
COc1ccc2oc(N)c(C=O)c(=O)c2c1	3%	i	-5%	13%	0%	-23%	-26%	-15	-9%
CCCC(=O)N/C(N)=N/c1nc(C)c2ccccc2n1	-27%	?	?	6%	?	-16%	?	-85*	?
N#C/C=C(/N)c1ccc(Br)cc1	-20%	i	0%	-20%	0%	-12%	12%	-10	16%
COCc1cc(C)nc2sc(C(=O)NN)c(-n3cccc3)c12	-10%	i	-4%	26%	-3%	-2%	-1%	39	-2%
NC(=S)NNc1c(F)c(F)c(F)c(F)c1F	-6%	i	4%	-13%	?	-20%	14%	-5	15µM*
CCOc1ccc(CC(=O)N2N=C(C)CC2(O)C(F)(F)F)cc1 (centres undefined)	8%	i	-25%	19%	-1%	9%	-1%	-8	-2%
Cc1ccccc1NC(c1cccc(Cl)c1)c1nnnn1C1CCCCC1 (centres undefined)	3%	i	?	-16%	-10%	1%	-5%	0	-4%
COc1ccc(-c2[nH]c(-c3ccc(C)cc3)nc2SCC(=O)NC2CCCC2)cc1	?	?	23%	?	?	-16%	?	-26	?
CNC(=S)N1CCc2cc(OC)c(OC)cc2C1COc1ccc(OC)cc1 (centres undefined)	-3%	i	-18%	58%[activator]	-8%	-5%	12%	0	-9%
CSCCC(NC(=O)c1ccccc1Br)C(=O)NNC(=O)c1cc(C)oc1C (centres undefined)	1%	i	-13%	2%	-6%	-1%	-14%	11	14%
CS(=O)(=O)N1CCC(C(=O)Nc2cccc([N+](=O)[O-])c2)CC1	1%	i	1%	nt	1%	0%	-12%	-10	?
CCC(c1nnc(SCC(=O)Nc2cccnc2Cl)n1-c1ccccc1)N(C)C (centres undefined)	15%	i	-15%	11%[11.3 µM]	16%	13%	-2%	3	11%
CCN(CC)C(=O)CSc1nnc(CNc2ccc(F)cc2)o1	10%	i	6%	17%	10%	20%	1%	8	8%
CNC(=O)CSc1nnc(-c2ccccc2)n1C	-4%	i	1%	nt	-4%	1%	-4%	3	-1%
Cc1cc(C)c(C)c(OCCN2CC(C)OC(C)C2)c1 (centres undefined)	8%	i	1%	-8%	12%	0%	-31%[inhibitor]	35	15%
CC(=O)NNC(=O)CCn1nnc(-c2ccc(Cl)cc2)n1	-1%	i	-3%	-12%	10%	-1%	0%	-5	-6%
COc1ccc(C)cc1NC(=O)Cc1ccc(NC(=O)N2CCCCc3ccccc32)cc1	nt	?	0%	-14%	-2%	nt	nt	nt	nt
O=C(CCn1c(=O)c2ccccc2n(CC(=O)Nc2cccc(F)c2)c1=O)NCCc1ccccc1	nt	i	19%	15%	7%	nt	nt	nt	nt
O=C(N/N=C/c1cccc(O)c1)c1cc(-c2ccccc2)nc2ccccc12	?	i	0%	20%	-5%	-26%	-1%	-19	7%
Cc1cnc(NC(=O)C2CCCC2)s1	2%	i	3%	6%	12%	1%	1%	-16	?
